Eya2 inh = inhibitors of human Eya2 phosphatase activity; recombinant Eya2, OMFP fluorescence dephosphorylation (OMFP is methylfluorescein phosphate); O00167; Potency, µM (highest dose often 76.9 µM), for inactives: at the highest dose activity, negative = inhibition, actives largely listed as inhibitors; 330,000 compounds, 0.006% hits; note: potency is the fitted concentration of half-maximal effect; % is set by controls: 0 for no effect and ±100 for the full control effect
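Eya2 protein (added as 0.2 uM solution) was preincubated with compound for 10 min at ambient temperature in 50 mM HEPES pH 7.5, 50 mM NaCl, 5 uM MgCl2, 0.05% BSA, 1 mM DTT. OMFP (added at 50 uM) then reacted 10 min; fluorescence read at 485/525 nm.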
MBNL1-CUG inh = inhibitors of human MBNL1 binding to CUG repeat RNA | Q9NR56 | TR-FRET MBNL1-His/biotin-(CUG)12 binding, 665/545 ratio | Potency, µM (highest dose often 57.5 µM), for the others: top-dose activity change, negative = inhibition, hits mostly inhibitors | 280,000 compounds, 0.036% hits; active = well fitted inhibition curve with a large enough effect in the signal ratio, with a control signal flat, not every such curve was filed as active; inconclusive = small, poorly fitted or top-dose-only effect, or effect the other way, or a change in a side signal; inactive = no such curve, though single readings can be large or run the other way; the % refers to the signal ratio; note: potency is the fitted concentration of half-maximal effect; % is set by controls: 0 for no effect and ±100 for the full control effect
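Ratiometric TR-FRET (665 over 545 nm, excitation 340 nm) tracks disruption of MBNL1-His/biotin-(CUG)12 complex after 60 min at room temperature, with compounds at 92 nM to 58 uM final.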
S-ASM inh = inhibitors of human secretory acid sphingomyelinase; P17405; placental ASM, HMU-PC fluorogenic substrate, 60 min; Potency, µM (series often up to 57.5 µM), inactives show at the top dose activity change, negative = inhibition, usual class: inhibitors; 340,000 compounds, 0.006% hits; note: potency is the fitted concentration of half-maximal effect
Target sequence (P17405 47-631 limits assumed): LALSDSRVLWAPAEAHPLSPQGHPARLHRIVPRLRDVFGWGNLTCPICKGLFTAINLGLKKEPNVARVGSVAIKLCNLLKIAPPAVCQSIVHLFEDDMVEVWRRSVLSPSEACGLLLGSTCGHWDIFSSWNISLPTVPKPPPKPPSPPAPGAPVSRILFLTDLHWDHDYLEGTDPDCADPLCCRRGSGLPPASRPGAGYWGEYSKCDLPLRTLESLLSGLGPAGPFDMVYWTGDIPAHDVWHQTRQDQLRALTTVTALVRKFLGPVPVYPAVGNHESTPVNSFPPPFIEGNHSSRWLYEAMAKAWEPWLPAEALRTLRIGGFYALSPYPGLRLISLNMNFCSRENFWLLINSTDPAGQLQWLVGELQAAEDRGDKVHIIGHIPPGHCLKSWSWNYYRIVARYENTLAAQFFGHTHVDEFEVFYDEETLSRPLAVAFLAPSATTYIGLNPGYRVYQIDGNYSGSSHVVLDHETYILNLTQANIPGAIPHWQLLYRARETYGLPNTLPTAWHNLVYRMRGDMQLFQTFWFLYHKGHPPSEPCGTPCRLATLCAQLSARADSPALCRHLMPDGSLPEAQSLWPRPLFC
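Fluorogenic HMU-PC substrate (9 uM final) is turned over by placental ASM in 60 min at 37 C after a 10 min compound preincubation. Reaction ended by alkaline stop (pH 10), with fluorescence read at 386/447 nm.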
GALK inhibitor = blocks human galactokinase activity. 270,000 compounds, 0.007% hits. Potency, µM (series often up to 57.5 µM), inactives show top-dose activity change, negative = inhibition, most hits filed as inhibitors. Purified GALK, Kinase-Glo residual ATP luminescence. P51570. AID 1868; note: potency is the fitted concentration of half-maximal effect; % is set by controls: 0 for no effect and ±100 for the full control effect
Target sequence (P51570 whole entry, looked up): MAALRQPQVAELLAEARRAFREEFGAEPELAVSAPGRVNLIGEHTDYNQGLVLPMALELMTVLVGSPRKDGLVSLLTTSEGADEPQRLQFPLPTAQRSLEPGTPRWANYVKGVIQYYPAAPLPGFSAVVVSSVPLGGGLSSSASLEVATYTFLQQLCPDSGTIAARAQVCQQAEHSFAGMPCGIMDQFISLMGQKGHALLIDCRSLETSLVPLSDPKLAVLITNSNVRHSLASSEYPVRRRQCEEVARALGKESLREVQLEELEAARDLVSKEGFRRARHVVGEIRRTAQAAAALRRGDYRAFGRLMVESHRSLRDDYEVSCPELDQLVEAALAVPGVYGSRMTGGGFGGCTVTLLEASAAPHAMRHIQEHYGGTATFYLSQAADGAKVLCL
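5 nM enzyme, 35 uM ATP, 100 uM galactose, 20 mM HEPES pH8.0, 5 mM MgCl2; 1 h RT; residual ATP by Kinase-Glo Plus luminescence, qHTS format.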
PKM2 act = PKM2 (human) enzyme activation; purified PKM2, Kinase-Glo ATP luminescence, activation; response scale: 0% is enzyme alone, no compound; Potency, µM (highest dose often 57.5 µM), inactives show at the top dose activation, usual class: activators; 260,000 compounds, 0.34% hits; AID 1631; note: potency is the fitted concentration of half-maximal effect; % is set by controls: 0 for no effect and ±100 for the full control effect; nearly all actives have a fitted effect of over 55% in size
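Purified hPK-M2 (>95% pure) converted ADP (0.1 mM final) to ATP with 0.5 mM PEP in 50 mM imidazole pH7.2, KCl, MgCl2, Tween 20, BSA; 1 h at room temperature. ATP detected by Kinase-Glo luminescence.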
TSHR antagonist = blocks TSH signaling through the human TSH receptor; P16473; TSHR-expressing cells, TSH-stimulated cAMP HTRF, 2 h; active compounds read low; activity change, negative = inhibition, % at 11.5 µM; 330,000 compounds, 0.2% hits;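 active = activity change below a set negative limit, meaning inhibition stronger than a set level, cut at about -70% in these data; inconclusive = activity change between two set negative limits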; note: % is set by controls: 0 for no effect and ±100 for the full control effect
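Competitive HTRF cAMP read-out (cryptate anti-cAMP antibody, cAMP-d2; 30 min, room temperature) in freshly harvested TSHR cells. Compounds added before TSH at EC80 (4nM final), followed by 2 hours' incubation at 37 deg C.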
Mito fusion yeast = inhibitors of mitochondrial division or activators of mitochondrial fusion; 320,000 compounds, 0.23% hits; S. cerevisiae fusion-defective mutant growth rescue, CellTiterGlo 48 h; AID 485298; Potency, µM (highest dose often 46.1 µM), without a hit: top-dose growth rescue (activation), most hits filed as activators;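 note: potency is the fitted concentration of half-maximal effect; % of control where 0% means no effect; nearly all actives have a fitted effect of over 45% in size; temperature-sensitive fusion mutants such as fzo1-1 at 37 °C on non-fermentable ethanol glycerol medium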
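Yeast fusion mutant, YPEG (non-fermentable carbon), compound, 48 h at 37C non-permissive; CellTiterGlo added, 10 min RT, luminescence read. Rescued growth = division inhibition.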
hERG WT inh = blocks the wildtype human KCNH2 potassium channel; AID 720551; activity change, % at 1.84 µM; U2OS, BacMam KCNH2, thallium flux FluxOr; active compounds read low; 340,000 compounds, 0.37% hits;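 active = maximum activity change below -70%; inconclusive = maximum activity change between -70% and -50%; inactive = maximum activity change above -50%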; note: % is set by controls: 0 for no effect and ±100 for the full control effect
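U2OS cells were transduced with wild-type KCNH2 virus (2.03 x 10^8 / mL) for 4 h at room temperature, then cultured overnight at 37 C. Thallium flux was read with FluxOr dye. Rate constants were normalized to DMSO controls.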
USP2a block = inhibitors of human ubiquitin-specific protease USP2a; O75604; USP2 core, Ub-CHOP2 coupled fluorogenic reporter, 485/531; Potency, µM (titrated, usually from 38.3 µM), inactives show top-dose activity change, negative = inhibition, hits mostly inhibitors; 330,000 compounds, 0.01% hits; AID 463254;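 note: potency is the fitted concentration of half-maximal effect; plate controls were DMSO wells for no effect and full inhibition by NEM control for full effect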
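Deubiquitinase activity read as fluorescence (485/531 nm) after Ub-CHOP2 cleavage activates the enterokinase reporter on its substrate; USP2 core 10nM, Ub-CHOP2 and substrate 25nM each, 30min compound preincubation then 60min RT; data normalized to NEM, curves fitted.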
Chronic BCR inh = blocks chronic active B-cell receptor signaling; ABC-DLBCL IkBa-CBG/CBR reporter, luminescence ratio, 4 h; Potency, µM (highest dose often 46.1 µM), without a hit: at the top dose ratio change, negative = lower green/red ratio, most hits filed as inhibitors; 340,000 compounds, 0.05% hits; AID 493014; active = well fitted inhibition curve with a large enough effect in the signal ratio, with a control signal flat, not every such curve was filed as active; inconclusive = small, poorly fitted or top-dose-only effect, or effect the other way, or a change in a side signal; the % refers to the signal ratio;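 note: potency is the fitted concentration of half-maximal effect; plate controls were basal doxycycline-induced cells for no effect and cells given 10 µM MG132 for full effect; MG132 reads +100%, hits lower the ratio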
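Compounds up to 46 uM were incubated four hours with TMD8 cells whose green CBG68 luciferase is fused to IkappaBalpha; red CBR luminescence normalised the signal, and concentration-effect curves were fitted to fusion, red and ratio data.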
Menin MLL FP TR = inhibitors of human menin-MLL interaction, mutant MLL peptide | Potency, µM (top dose mostly 61.6 µM), for inactives: at the highest dose FP activity change, negative = inhibition, actives largely listed as inhibitors | O00255 | 270,000 compounds, 0.23% hits | Menin + Texas Red MLL mutant peptide, fluorescence polarization | AID 1768; active = well fitted inhibition curve with a large enough effect in the polarisation, with a control signal flat, not every such curve was filed as active; inconclusive = small, poorly fitted or top-dose-only effect, or effect the other way, or a change in a side signal; inactive = no such curve, though single readings can be large or run the other way; the % refers to the polarisation; note: potency is the fitted concentration of half-maximal effect; % of control where 0% means no effect; many of its hits are not listed in these tables
* = called active by the depositor; i = inactive; ? = inconclusive; / = no result given; [ ] = remark or other dose. Unless noted, calls come from the whole dose curve; as a rule, active = well fitted curve in the direction sought with a large enough effect; inconclusive = small, poorly fitted or top-dose-only effect, or another doubt; inactive = no such curve, though single readings can be large; an effect the other way counts as inactive or inconclusive. The list is partial (hit frequency here may not be typical).

SMILES	Eya2 inh	MBNL1-CUG inh	S-ASM inh	GALK inhibitor	PKM2 act	TSHR antagonist	Mito fusion yeast	hERG WT inh	USP2a block	Chronic BCR inh	Menin MLL FP TR
O=C(Cc1ccc(Cl)cc1)N/N=C/c1ccccc1	3.6%	-1.5%	-1.5%	1.6%	-5.3%	10.4	0.0%	-2.6	2.7%	-6.0%	?
O=C1/C(=C\c2ccco2)CCC/C1=C\c1ccco1	6.1%	/	-7.0%	-0.2%	16.8%	8.1	11.7%	2.2	2.7%	-13.6%	?
FC(F)(F)c1cccc(Cc2noc(CN3CCCC3)n2)c1	-4.7%	-7.9%	0.8%	1.7%	-0.5%	-5.5	0.2%	-6.2	-5.1%	2.7%	-6.6%
O=C(c1cccs1)N1CCN(Cc2nc3ccccc3c(=O)[nH]2)CC1	-2.1%	0.9%	-3.0%	5.4%	4.8%	-6.3	8.8%	-1.3	9.1%	-1.3%	17.1%
CCOC(=O)CC(NC(=O)c1cccc2c1C(=O)N(Cc1cccnc1)C2)c1ccc(OC(C)C)cc1 (stereo not drawn)	-1.2%	3.3%	-0.4%	-2.7%	6.4%	-13.9	6.6%	i	1.3%	-17.4%	?
C=CCN1C(=O)/C(=C\c2ccco2)C(C(=O)OC)=C1C	-1.9%	/	-5.0%	2.4%	-1.1%	-2.9	19.0%	1.3	0.1%	7.3%	?
Cc1cccc(OCC(=O)NNC(=O)c2cccs2)c1	12.5%	-4.8%	0.8%	0.3%	-0.7%	2.2	7.4%	12.3	-2.4%	16.0%	-3.2%
COc1ccc(C2CC(c3ccccc3Br)=NN2c2ccc(S(N)(=O)=O)cc2)cc1 (stereo not drawn)	0.3%	/	i	/	/	-30.2	/	-2.2	2.6%	?	/
Cc1cccc(CC(C)NC(=O)c2oc3c(F)cccc3c2C)n1 (stereo not drawn)	-3.0%	4.3%	0.2%	4.0%	4.5%	7.5	1.7%	-8.6	-1.8%	?	-3.2%
CCOc1ccc(NC(=O)Nc2cc(OCC(F)(F)F)cc(OCC(F)(F)F)c2)cc1	-20.6%	/	-1.0%	0.9%	-0.2%	-2.1	-1.7%	-3.6	1.8%	?	?
COc1cc(/C=C/C(=O)OCC(=O)Nc2ccc(C)cc2[N+](=O)[O-])ccc1O	21.4%	?	6.0%	2.0%	17.8µM*	8.1	-3.2%	-8.7	0.0%	0.9%	20.7%
COC(=O)c1ccc(C2C(C(=O)c3cc4ccccc4o3)=C(O)C(=O)N2CCN2CCOCC2)cc1 (stereo not drawn)	8.0%	7.9%	1.5%	-2.1%	/	-12.6	0.0%	-2.4	3.2%	-16.2%	/
Cn1cccc1C(=O)NNC(=O)COc1ccccc1F	7.4%	-1.0%	2.8%	-3.6%	0.9%	-6.2	-0.4%	4.2	2.0%	7.9%	10.7%
CCN(CC)CCN1C(=O)c2oc3ccccc3c(=O)c2C1c1ccc(F)cc1 (stereo not drawn)	16.6%	16.3%	-3.5%	-4.7%	-3.1%	-4.3	2.8%	-14.9	1.2%	?	-0.8%
CCC(=O)NCc1ccc(-c2nc3ncccc3o2)cc1	-14.8%	-7.4%	1.4%	-4.1%	-3.4%	5.3	-2.6%	-9.3	2.0%	1.8%	-15.6%
COc1cccc(-c2ccc(NC(=O)C3CCCN(Cc4cc(C)[nH]n4)C3)cc2)c1 (stereo not drawn)	9.9%	-7.6%	1.3%	9.0%	-12.5%	-2.2	0.0%	6.3	-0.5%	1.1%	4.7%
CCOc1ccc(-n2ccc(=O)c(C(=O)O)n2)cc1	-4.7%	5.4%	-0.2%	/	/	1.7	-7.4%	2.1	0.7%	-0.6%	0.9%
COc1cccc(-c2ccc(C#N)c(SCC(=O)NCc3ccco3)n2)c1	3.1%	172.4%[activator]	2.7%	12.7%	-2.2%	-8.2	3.6%	4.1	2.7%	-0.8%	?
CCN(CC)CCC(=O)N1c2ccccc2CCc2ccc(NC(=O)OC)cc21	8.2%	6.0%	4.6%	1.1%	0.1%	1.5	1.8%	7.5	-1.1%	?	-3.4%
CC(C)c1nc(N2CCN(C(=O)c3ccccc3)CC2)c(C#N)c2c1COC(C)(C)C2	13.3%	0.2%	0.5%	1.1%	-1.0%	-0.4	15.2%	-8.0	0.1%	-9.1%	-15.4%
NS(=O)(=O)c1ccc(NC(=S)Nc2ccn(Cc3cccc4ccccc34)n2)cc1	4.8%	6.9%	-1.3%	-1.6%	6.2%	-31.8	-7.4%	-3.2	-4.5%	-8.4%	?
COc1ccccc1N(Cc1ccccc1)S(=O)(=O)c1cccc(C(=O)Nc2cccc(C)n2)c1	3.5%	-8.8%	4.4%	6.2%	-7.1%	-17.4	-7.4%	-0.3	0.8%	13.6%	/
O=C(Nc1ccccc1)c1ccc(Br)c(S(=O)(=O)Nc2cccnc2)c1	6.0%	?	-0.6%	0.6%	-1.9%	-40.5	-2.7%	-1.0	-1.0%	?	7.2%
CC1(C)Cc2cccc(OCC(=O)Nc3nccs3)c2O1	15.0%	-7.6%	0.9%	3.5%	-7.2%	-4.9	-1.1%	-0.6	2.3%	?	15.4%
CCOC(=O)COc1ccc2c(C#N)c3ccccn3c2c1	-9.0%	14.8%	336.3%[activator]	-0.5%	10.3%	-2.2	-3.5%	/	-2.9%	2.0%	?
Cn1c(SCC(=O)Nc2cc(=O)n(C)c(=O)n2C)nnc1-c1cccs1	4.2%	8.2%	/	0.4%	-2.3%	4.8	-2.4%	/	0.7%	?	3.4%
CN(CC(=O)Nc1ccc(Cl)cc1)C(=O)CNC(=O)c1ccc2c(c1)OCO2	4.5%	/	-1.6%	/	/	4.2	1.7%	2.0	3.6%	?	/
C=CCn1c(CCNC(=O)c2ccco2)nc2ccccc21	-9.5%	-3.7%	3.0%	4.0%	/	-1.2	-5.8%	4.0	2.7%	0.4%	/
O=C1c2ccccc2C(=O)N1CC(O)COCc1ccccc1 (stereo not drawn)	0.1%	13.2%	5.3%	3.7%	1.5%	4.1	-0.7%	-6.8	0.9%	-9.5%	1.8%
C/C(=N\NC(=O)COc1ccc(C(C)(C)C)cc1)c1cc2ccccc2o1	-14.2%	0.2%	-12.2%	-0.1%	-3.4%	11.9	2.1%	i	-4.4%	-1.1%	-4.0%
CCC(C)CCN1C(Nc2ccccc2)=NC[C@@H]1Cc1ccccc1 (stereo partly drawn)	-2.8%	11.2%	7.9%	/	-5.4%	30.1	-3.4%	66.8	1.9%	-20.0%	-10.4%
Cc1ccc(NC(=O)COC(=O)c2ccc(C)c(S(=O)(=O)N3CCOCC3)c2)cc1	-4.9%	/	-2.4%	/	/	-0.1	3.7%	?	-0.6%	-3.5%	/
CCOC(=O)c1c(-c2ccc(F)cc2)csc1NC(=O)C1CC=CCC1C(=O)O (stereo not drawn)	17.9%	0.2%	-7.6%	-2.7%	-1.4%	-8.5	-6.1%	-7.7	-1.3%	5.4%	-4.8%
O=C(NCc1ccccc1)c1c[nH]c2ccc(S(=O)(=O)Nc3ccc4c(c3)OCCO4)cc2c1=O	-26.8%	0.9%	-17.4%	-3.5%	27.8%	-15.4	-0.7%	5.3	-1.6%	0.9%	?
COc1ccc(-c2cc(C(=O)N3CCN(Cc4ccccc4)CC3)no2)cc1OC	-1.4%	-5.4%	2.9%	-3.1%	-5.8%	-8.1	-5.4%	67.8	-7.4%	?	1.8%
CCOc1ccccc1-c1noc(CCCC(=O)NC2CCCCC2)n1	2.9%	3.8%	3.7%	-2.0%	/	-4.0	3.5%	-1.8	-0.1%	3.9%	-17.8%
